From PubChem BioAssay
CRFR2-BP ag: agonists of CRF-BP/CRF-R2 complex, primary screen, cell-based, HEK293, calcium dye fluorescence, uHTS. CRF-binding protein / CRF receptor 2 complex (human). calcium dye fluorescence (FLIPR); percent of saturating CRF peptide response. activation, % at 13.2 µM. actives 0.46% (n = 350,000). AID 588473, 2011;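 active = activation of at least 50%, plus an integration ratio under a set limit after plate pattern correction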;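 also: plate controls were neutral control wells without compound for no effect and CRF at EC100 for full effect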
M4 ag: human M4 muscarinic receptor agonists, primary screen, CHO-K1 cells, Fluo-8 calcium fluorescence | CHO-K1 hM4/Gqi5; vehicle 0%, full acetylcholine response 100% | Muscarinic acetylcholine receptor M4 (Homo sapiens), P08173 | activation, % at 3 µM | AID 624127, 2012 | actives 0.14% (n = 360,000);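 active = activation above the run mean over all test wells plus 3 SD, cut at about 32% in these data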;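 also: peak over basal fluorescence ratio per well then scaled between controls; 0% = DMSO wells and 100% = acetylcholine at EC100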
Target sequence (P08173 whole entry, looked up): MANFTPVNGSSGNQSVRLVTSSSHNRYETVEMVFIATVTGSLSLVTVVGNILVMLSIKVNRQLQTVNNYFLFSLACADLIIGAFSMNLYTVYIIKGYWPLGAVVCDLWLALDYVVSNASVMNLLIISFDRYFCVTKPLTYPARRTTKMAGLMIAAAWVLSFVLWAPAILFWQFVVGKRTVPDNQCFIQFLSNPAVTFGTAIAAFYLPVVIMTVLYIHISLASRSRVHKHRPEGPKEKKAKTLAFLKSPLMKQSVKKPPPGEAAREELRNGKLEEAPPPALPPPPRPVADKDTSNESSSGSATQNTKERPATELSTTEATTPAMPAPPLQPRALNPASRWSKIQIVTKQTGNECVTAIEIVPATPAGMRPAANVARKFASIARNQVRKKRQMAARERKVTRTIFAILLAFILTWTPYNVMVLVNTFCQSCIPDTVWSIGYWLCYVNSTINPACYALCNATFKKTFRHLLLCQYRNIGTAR
M1 PAM: human M1 muscarinic receptor positive allosteric modulators, primary screen, CHO-K1 cells, Fluo-8 calcium fluorescence, 1536-well. CHO-K1 hM1, ACh EC20; 0% = ACh EC20, 100% = maximal ACh. Muscarinic acetylcholine receptor M1 (Homo sapiens), P11229. activation, % at 3 µM. AID 588819, 2011. actives 0.088% (n = 360,000); in the data active = activation above about 19%, passing the limit was not always enough
M5 antag: human M5 muscarinic receptor antagonists, primary screen, CHO cells, Fluo-8 calcium fluorescence. CHO-hM5 cells, ACh EC80. Muscarinic acetylcholine receptor M5 (Homo sapiens), P08912. actives 0.59% (n = 360,000). AID 624040, 2012. inhibition, % at 3 µM;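 active = inhibition above a per-plate cutoff, the mean of that plate's test compounds plus 3 SD, cut at about 27% in these data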;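 also: 0% = acetylcholine EC80 with DMSO and 100% = DMSO without agonist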
Target sequence (P08912 whole entry, looked up): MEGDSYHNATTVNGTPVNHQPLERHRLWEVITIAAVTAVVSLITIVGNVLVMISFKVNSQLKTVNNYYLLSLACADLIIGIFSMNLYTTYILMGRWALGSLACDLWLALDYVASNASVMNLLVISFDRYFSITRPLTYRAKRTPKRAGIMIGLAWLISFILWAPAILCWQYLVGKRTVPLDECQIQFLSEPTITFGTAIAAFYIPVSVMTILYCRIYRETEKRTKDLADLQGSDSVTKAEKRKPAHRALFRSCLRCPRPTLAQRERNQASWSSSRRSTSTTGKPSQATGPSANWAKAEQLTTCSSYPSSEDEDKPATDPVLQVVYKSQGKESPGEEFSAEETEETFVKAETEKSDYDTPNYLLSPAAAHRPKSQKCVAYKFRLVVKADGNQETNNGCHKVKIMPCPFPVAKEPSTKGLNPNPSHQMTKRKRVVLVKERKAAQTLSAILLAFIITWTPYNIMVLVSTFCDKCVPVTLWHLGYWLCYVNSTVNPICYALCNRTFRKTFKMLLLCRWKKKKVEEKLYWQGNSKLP
CRFBP-R2 block: antagonists of CRF-BP/CRF-R2 complex, primary screen, cell-based, HEK293, calcium dye fluorescence, uHTS; CRF-induced calcium fluorescence; inhibition, % at 11.8 µM; actives 0.59% (n = 350,000); AID 588475, 2011;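 active = inhibition of the ligand-induced calcium signal above about 50% at the single tested concentration, limit read from the data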
M4 antag: human M4 muscarinic receptor antagonists, primary screen, CHO cells, Fluo-8 calcium fluorescence | Muscarinic acetylcholine receptor M4 (Homo sapiens), P08173 | CHO-hM4 cells, ACh EC80 | inhibition, % at 3 µM | actives 0.73% (n = 360,000) | AID 624125, 2012;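 active = inhibition above its plate's cutoff, the mean inhibition of sample wells plus 3 SD, cut at about 27% in these data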;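 also: 0% = acetylcholine EC80 with DMSO and 100% = DMSO without agonist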
CHRM5 agonist: human M5 muscarinic receptor agonists, primary screen, CHO-K1 cells, Fluo-8 calcium fluorescence. CHO-K1 hM5 cells; 0% DMSO wells, 100% maximal acetylcholine response. AID 624037, 2012. Muscarinic acetylcholine receptor M5 (Homo sapiens), P08912. actives 0.19% (n = 360,000). activation, % at 3 µM;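 active = activation above the run's mean over test compounds plus 3 SD, cut at about 23% in these data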;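 also: signal is peak over basal fluorescence ratio across the kinetic read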
CHRM5 PAM: human M5 muscarinic receptor positive allosteric modulators, primary screen, CHO-K1 cells, Fluo-8 calcium fluorescence; Muscarinic acetylcholine receptor M5 (Homo sapiens), P08912; CHO-K1 hM5, ACh EC20 PAM; 0% = ACh EC20, 100% = ACh EC100; activation, % at 3 µM; actives 0.3% (n = 360,000); AID 624038, 2012;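 active = activation above the run cutoff, the mean activation of all test compounds plus 3 SD, cut at about 18% in these data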
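system = human M5 receptor in CHO-K1 cells | compound = one concentration, 3 µM final (nominal) | schedule = Post-acetylcholine fluorescence recording 140 s | signal = Fluo-8 calcium dye fluorescence, kinetic read | benchmarks = low control EC20 acetylcholine (0%), high control EC100 acetylcholine (100%) | repeats = singlicate, one well per test compound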
M4 PAM: human M4 muscarinic receptor positive allosteric modulators, primary screen, CHO-K1 cells, Fluo-8 calcium fluorescence | Muscarinic acetylcholine receptor M4 (Homo sapiens), P08173 | CHO-K1 hM4/Gqi5, ACh EC20; 0% = ACh EC20, 100% = maximal ACh | activation, % at 3 µM | actives 0.4% (n = 360,000);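 active = activation above its plate's cutoff, the mean activation of sample wells plus 3 SD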; also: some results filed as inactive read as strong as hits
An asterisk follows results filed as active; / = no result given.

SMILES	CRFR2-BP ag	M4 ag	M1 PAM	M5 antag	CRFBP-R2 block	M4 antag	CHRM5 agonist	CHRM5 PAM	M4 PAM
Cc1ccc(S(=O)(=O)NCC(=O)N(CC2CCCO2)C(C(=O)NC2CCCCC2)C(C)C)cc1 (configuration not stated)	-0.3	1	0	13	34	3	-3	0	1
CCOC(=O)N1CCN(C(=O)CN(C2CCCCC2)S(=O)(=O)c2ccc(F)cc2)CC1	-0.1	1	-12	-7	29	0	1	3	-6
Oc1[nH]c(=S)sc1C=C1N=c2ccccc2=N1	1.2	1	6	8	6	-2	-4	-9	-4
CC(OC(=O)c1cccc(-n2cnnn2)c1)C(=O)Nc1ccc(F)cc1Cl (configuration not stated)	-1.2	2	0	1	4	-2	1	-3	-2
Cc1ccc(NC(=S)NNC(=O)CSc2nc3ccccc3c(=O)n2-c2ccc(C)cc2)cc1	-2.2	3	0	-7	7	4	-2	-2	-3
O=C(CSc1n[nH]c(=O)[nH]c1=O)N/N=C/c1ccccc1O	-0.8	1	9	-7	30	4	-1	0	3
COc1cc(C2Oc3ccccc3C=C2[N+](=O)[O-])cc(OC)c1OC (configuration not stated)	2.3	2	6	8	-8	5	-7	-4	-6
N#C/C(=C\c1ccc(Br)s1)C(=O)N1CCN(c2ccccc2)CC1	-1.3	1	12	-1	-52	9	0	0	-7
Cc1ccccc1-c1cnc(C(O)c2cc(Cl)cc(Cl)c2)[nH]1 (configuration not stated)	/	7	-5	10	/	-8	1	-2	-6
Cc1cc(C(=O)CCC(=O)N2CCN(c3ccccc3)CC2)c(C)s1	-1.8	2	7	3	3	-2	-5	-2	0
Cc1cc(OCC(=O)N2CCC(C(N)=O)CC2)c2c(C)c(C)c(=O)oc2c1	14	0	-6	-1	-3	4	5	1	-1
COc1ccc(-n2nnc3c(=O)n(CC(=O)N4CCCc5ccccc54)cnc32)cc1	1.9	0	-2	2	-3	1	0	-3	-2
Cc1c(Cl)cccc1NC(=O)C1CCN(c2cnccn2)CC1	-3.3	1	0	-5	0	-3	0	3	-2
Cc1ccccc1OC(=O)C1C(c2ccccc2)C(C(=O)O)C1c1ccccc1 (configuration not stated)	1.0	0	9	1	-15	10	0	-1	-8
Cc1ccc(S(=O)(=O)N2CCCCC2)cc1NC(=O)CN1C(=O)CN(C)C1=O	2.7	1	16	-1	9	3	2	7	2
CC1(C)O[C@H]2CC(=O)OC[C@]23[C@H]2CC[C@@]4(C)[C@H](c5ccoc5)OC(=O)[C@H]5O[C@]54[C@]2(C)[C@@H](O)C[C@@H]13	1.6	-1	6	4	-4	-6	2	3	4
O=C(NCC1CCCN1S(=O)(=O)c1cccs1)C(=O)Nc1ccc(F)cc1F (configuration not stated)	-0.6	4	-1	11	3	9	3	-7	-6
CCC(C)(C(=O)NC1CCCCC1)N(C)C(=O)c1ccccn1 (configuration not stated)	-1.6	0	5	2	-4	-3	2	-1	3
CCOc1ccc(NC(=O)Cn2nnc(C(=O)NCc3ccc4c(c3)OCO4)c2N)cc1	1.6	2	5	-4	-5	9	-6	-4	2
CCOC(=O)c1ccc(NC(=S)NNC(C)(C)C)cc1	-1.9	0	3	-2	-9	21	2	9	-9

Reprinted from the part before: two compounds, then new ones.
SMILES	CRFR2-BP ag	M4 ag	M1 PAM	M5 antag	CRFBP-R2 block	M4 antag	CHRM5 agonist	CHRM5 PAM	M4 PAM
CCOc1ccc(NC(=O)Cn2nnc(C(=O)NCc3ccc4c(c3)OCO4)c2N)cc1	1.6	2	5	-4	-5	9	-6	-4	2
CCOC(=O)c1ccc(NC(=S)NNC(C)(C)C)cc1	-1.9	0	3	-2	-9	21	2	9	-9
COc1cccc(NC(=O)Nc2ccccc2SC)c1	-4.7	1	8	0	-12	2	-2	-11	-6
O=S(OCCN1CCCC1)C(c1ccccc1)c1ccccc1 (configuration not stated)	-0.6	-1	-16	-2	-15	3	-11	-20	-8
O=S(=O)(c1cccs1)N1CN(CC2CCCO2)c2nc3ccccc3nc21 (configuration not stated)	0.7	4	7	10	15	10	2	-6	2
C[C@H](O)[C@@H]1C(=O)N2CCc3ccc(N4CCN(C)CC4)cc3[C@@H]2C[C@@H]1N(C)C(=O)Nc1cc(Cl)cc(Cl)c1	0.3	1	0	9	1	-2	-2	-4	3
CCOC(=O)c1csc(N/N=C2\CCCc3ccccc32)n1	-1.1	2	13	2	-10	-4	-1	0	3
O=C(COC(=O)c1cnc(Cl)c(Cl)c1)NCc1ccc2c(c1)OCO2	0.8	1	2	-10	-1	-1	0	5	1
O=C(COCCOCC(=O)N(c1ccccn1)C1CCCCC1)N(c1ccccn1)C1CCCCC1	-1.1	-1	9	-4	17	-2	-5	3	11
CCNC(=O)c1cccc(NC(=O)CN2C(=O)NC3(CCCCC3)C2=O)c1	-0.8	1	8	-1	-5	8	4	4	3
COc1ccc(N2CCN(c3ccc(NC(=O)/C=C\C(=O)O)cc3)CC2)cc1	0.1	1	-18	4	2	6	-2	2	-10
CCN(CC)CCNC(=O)c1ccc(NC(=O)c2ccc(C(=O)c3ccccc3)cc2)cc1	0.5	3	-14	8	-4	9	-11	-9	0
CNC(=S)N/N=C(\C)c1ccccc1	-1.5	1	8	-1	-3	-7	0	13	11
Cc1[nH]c(C)c(S(=O)(=O)NCc2ccc(F)cc2)c1C(=O)N1CCCC1	4.8	-2	-1	7	-1	6	-1	0	-1
Oc1cccc(Nc2ncnc3ccccc23)c1	-1.0	0	3	-9	-18	-1	-1	0	0
COc1cc(NC(=O)CSc2nnc(-c3ccncc3)o2)cc(OC)c1OC	0.4	1	5	9	1	-3	-2	-6	6
CCN(C(=O)c1ccc(Cl)cc1[N+](=O)[O-])c1ccccc1C	-3.9	1	-5	3	-8	5	-9	-1	-10
CN1C(=S)SC(N(O)C(=O)Nc2cccc3ccccc23)C1(C)C (configuration not stated)	-0.8	2	0	-3	9	0	-1	-1	-4
O=C(N/N=C/c1ccc(O)cc1O)/C(=C/c1ccccc1)CCO	-1.0	1	12	1	24	-5	0	-2	2
CCC(C)(C(=O)NC1CCCC1)N(C(=O)CC1NC(=O)NC1=O)c1ccc(C)cc1 (configuration not stated)	-0.8	0	2	0	11	9	-6	-1	1
O=C(COC(=O)CNC(=O)c1cccc(Br)c1)Nc1nnc(-c2ccccc2)o1	-1.3	1	12	1	3	3	3	2	2
O=C(COC(=O)COc1ccc(Cl)cc1Cl)NC1CCCC1	-0.4	2	0	4	12	0	-3	4	7
O=C(N/C(=C\c1ccc(Br)cc1)C(=O)N1CCOCC1)c1ccco1	0.0	1	7	0	0	-2	0	2	2
O=C(Nc1ccc(N=Nc2ccccc2)c(NC(=O)C2CCCO2)c1)C1CCCO1 (configuration not stated)	-0.5	10	-13	17	-21	1	-1	-15	-10
COC(=O)[C@H](C)NC(=O)NCc1ccc(S(N)(=O)=O)cc1	-2.8	0	-3	5	-7	-3	0	3	2
CCN(CC)CCn1c2ccc(Cl)cc2c2nc(C)sc21	-1.1	1	3	-8	-10	-10	-1	1	2
CC(=O)Nc1ccc(CCCCc2ccc(NC(C)=O)cc2)cc1	-0.8	2	0	-4	16	-3	4	3	3
O=C(/C=C/c1ccc2ccccc2c1)c1ccoc1	5.3	1	3	-3	2	-8	1	1	9
Cc1ccc2c(c1)[C@H]1[C@H](CO2)[C@H](c2ccccc2)[C@]2(C)C(=O)N(Cc3ccccc3)CC(=O)N12	3.1	3	3	8	-7	0	2	-1	5
O=C1c2cccc3c([N+](=O)[O-])ccc(c23)C(=O)N1Cc1cccnc1	12	1	2	21	42	23	1	2	-5
O=C(CCS(=O)(=O)Cc1ccccc1)Nc1ccc2c(c1)OCCO2	1.0	0	8	1	-10	0	0	3	4
COc1ccccc1CNC(=O)C(NC(=O)c1ccccc1C)C(C)C (configuration not stated)	-0.8	1	9	-9	-1	1	-3	-2	9
CCn1ncc(C2=NOC(C(=O)NCc3ccc(OC)cc3)C2)c1C (configuration not stated)	-1.3	6	6	-3	4	-9	5	4	8
CC(=O)c1ccc(N2CCN(C3CCC(C(C)(C)C)CC3)CC2)cc1 (configuration not stated)	-0.5	-2	-22	17	3	20	-22	-15	-16
O=C(O)c1ccc(NC(=S)NC(=O)c2cccnc2)cc1	0.8	0	2	3	-2	-3	0	6	1
Cc1ccsc1C(=O)OCC(=O)N1CCN(C(=O)c2ccco2)CC1	0.4	6	13	-11	5	-20	5	15	-3
COC(=O)NC1(C(F)(F)F)C(=O)Nc2c1c(=O)n(C)c(=O)n2C (configuration not stated)	-0.4	0	5	8	8	0	2	4	2
CS(=O)(=O)c1sc2nc(-c3ccccc3)cc(-c3ccccc3)c2c1N	3.9	2	7	-1	10	6	-6	-2	-1
CC1(C)C(=O)N(c2ccccc2Cl)C(=O)c2ccccc21	-1.0	2	2	8	11	5	-2	0	5
CC(C)CC(=O)N1CCN(Cc2ccccc2Br)CC1	-2.4	0	10	15	5	5	1	3	4
Cc1ccc(CC2CC(=O)N(CC(=O)O)C2=O)cc1 (configuration not stated)	0.3	1	6	1	3	6	3	-1	-4
Cc1cc(OCC(=O)N2CCC[C@@H]2C(=O)O)c2c(C)c(C)c(=O)oc2c1	-1.7	0	2	-1	-4	-22	2	-2	12
COc1cc(-c2nnc(-c3ccc(N4CCOCC4)cc3)o2)cc(OC)c1OC	-2.0	2	7	-3	3	-1	2	3	19
CCOc1ccc(NC(=O)CN(C)C(=O)/C=C/c2ccco2)cc1OCC	-1.1	0	7	7	-5	6	0	4	0
Cc1ccc2c(CSc3nnc(N)s3)cc(=O)oc2c1	-1.0	0	3	-4	7	5	0	-1	1
CN1CCN(C(=O)c2ccc(-c3cccs3)s2)CC1	0.1	1	12	6	0	0	-5	1	7
COc1ccc(C(=O)CC(=O)C(=O)Nc2ccc(OC)c(Cl)c2)cc1	-0.7	1	9	7	-4	-10	-7	-3	6
O=C(O)c1ccc2c(c1)c1c3n2CCNC3CCC1 (configuration not stated)	0.8	0	9	-3	16	2	-4	4	-4
COC(=O)C(CCSC)NC(=O)c1cc2c(n(-c3ccccc3)c1=O)CC(C)(C)CC2=O (configuration not stated)	-2.0	0	3	-4	-13	-1	0	7	6
CCc1nnc(SCC(=O)Nc2ccc(NC(C)=O)cc2)n1-n1cccc1	2.4	1	8	5	11	-2	4	-4	11
COc1ccc(CN2CCNC(=O)C2CC(=O)N(C)C2CCOCC2)cc1OC (configuration not stated)	-1.8	1	4	-5	7	-10	0	3	-1
CCN1CCN(C(CNS(=O)(=O)c2ccc(OC)cc2)c2cccnc2)CC1 (configuration not stated)	5.9	1	12	-4	-20	-10	-4	-2	11
